M1AAP inhibition: P. falciparum M1AAP inhibitors, biochemical, fluorogenic H-Leu-NHMec substrate, 1536-well (AID 1445); one-dose inhibition, % at 30 µM; IC50 in µM for titrated hits; recombinant M1AAP, H-Leu-NHMec fluorogenic kinetic assay; higher % means a stronger effect; Aminopeptidase N (Plasmodium falciparum (isolate 3D7)); 220,000 compounds, 0.42% hits;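 active means primary inhibition above the hit cutoff, then over 50% inhibition at one or more dose response concentrations, cut at about 23% in these data, passing the limit was not always enough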;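 further: plate controls were DMSO full reaction for no effect and no enzyme background for full effect; strong numbers were not always called active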
P. falciparum M17LAP: P. falciparum M17LAP inhibitors, primary screen, biochemical, fluorogenic H-Leu-NHMec substrate, 1536-well (AID 1619) | recombinant M17LAP, H-Leu-NHMec fluorogenic kinetic assay; higher % means a stronger effect | Leucine aminopeptidase (Plasmodium falciparum (isolate 3D7)) | 220,000 compounds, 0.38% hits | one-dose inhibition, % at 30 µM; IC50 in µM for titrated hits;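 active means compound inhibiting the enzyme by more than half at any dose during confirmatory dose-response retesting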;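 further: plate controls were full reaction with DMSO carrier for no effect and no enzyme background for full effect; strong numbers were not always called active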
Autophagy mod: autophagy modulators in MEF cells, primary screen, imaging, high-content, MEF GFP-LC3. MEF GFP-LC3 puncta imaging; test concentration mostly 10 µM. calls only at 10 µM (by protocol). 190,000 compounds, 0.98% hits;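 active means percentage of spot-positive cells more than 3 SD above its plate mean, without a fluorescence outlier flag or 80% toxicity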;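 further: spot-positive cell cutoff set from DMSO-treated cells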
MT stabilize HCS: microtubule stabilizers in HeLa cells, primary screen, imaging, high-content imaging | HeLa tubulin immunostaining HCS, 24 h; share of cells brighter than vehicle mean+2SD | % tubulin-high responders, % at 10 µM | 200,000 compounds, 0.83% hits | AID 2205, 2009;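 active means plate Z-score above 3 for both tubulin-high and condensed-nucleus cell shares, with cell loss under 80%, at 10 µM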;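 further: anti alpha tubulin signal scored within the nucleus-defined area of each cell; some results filed as inactive read as strong as hits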
b-catenin transl: modulators of beta-catenin nuclear translocation, primary screen, imaging, HeLa cells, immunofluorescence, high-content. nuclear translocation activity, % at 5 µM. 190,000 compounds, 0.3% hits;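 active means nuclear translocation activity above 50% at 5 µM, with a well cell count of 50 or more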;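 further: per-cell ratio of nuclear to cytoplasmic median beta-catenin stain intensity; plate controls were DMSO negative control for no effect and GSK-3 inhibitor IX positive control for full effect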
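Signal – beta-catenin immunofluorescence imaging with DAPI · Test system – human HeLa cell line · Dosing – 5 µM primary single dose, 0.1% DMSO, 0.02–20 µM confirmation series · Measure – % activation, nuclear-to-cytoplasmic median beta-catenin signal ratio per cell · Incubation – 24 h compound exposure at 37°C, 5% CO2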
CSM14.1 death rescue: rescue of cells from ER stress-induced death, primary screen, 384-well, CSM14.1, thapsigargin, ATP luminescence (AID 1222); CSM14.1 thapsigargin-induced death rescue, ATP luminescence; higher % means a stronger effect; one-dose cellular ATP content (survival), % at 20 µM; EC50 in µM for titrated hits; 190,000 tested, under 10 active;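 active means EC50 below 50 µM in the dose-response confirmation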;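 further: death triggered by thapsigargin at about 15 µM added after 2 h compound pretreatment; cell ATP read after overnight thapsigargin exposure of roughly 18 to 22 hours; normalized against plate controls of thapsigargin alone and 5% DMSO vehicle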
Ins promoter up: insulin promoter activators in MIN6 cells, imaging, high-content screening, mouse beta cells; z-score at 5 µM; 190,000 compounds, 0.3% hits; MIN6 insulin promoter-GFP reporter; stronger effect = higher value;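 active means z-score above 3 at 5 µM with at least 500 cells counted in the well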
UTI89 phage lysis: inhibition of K1F phage lysis, E. coli UTI89, bacterial capsule biogenesis inhibitors, alamar blue (AID 488966) | 340,000 compounds, 0.02% hits | E. coli UTI89 K1F phage lysis, alamar blue, 2 h; higher % means a stronger effect | inhibition, % at 100 µM, or IC50 in µM where a hit was titrated;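 active means phage lysis inhibition, versus mean bacterial control, above a set limit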;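 further: capsule biogenesis inhibitors block K1F phage lysis so surviving cells raise fluorescence; higher fluorescence means more inhibition of phage lysis; actives were called in the ten point dose series up to 300 µM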
Dynein cargo inh: inhibitors of GR-EGFP nuclear translocation, primary screen, dynein cargo transport inhibitor project, imaging, high-content, 3617.4 mouse cells; test concentration mostly 20 µM; stimulated with dexamethasone, 1 µM; stronger effect = lower value; z-score, hits read low; 220,000 compounds, 0.47% hits; AID 1381, 2008;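 active means plate z-score of nuclear minus cytoplasmic receptor signal below a set negative limit, without overly bright fluorescence or cell loss, cut at about -3.5 in these data, passing the limit was not always enough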;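 further: z-score of nuclear minus cytoplasmic ring GR-EGFP intensity difference per well; some compounds called inactive have numbers as strong as hits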
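Buffer or medium: tet-free, stripped-serum medium; reagent: dexamethasone at 1.0 µM final, 30 min; incubation: 48 h induction, 1 h compound, 30 min dex at 37 °C; measured by: formaldehyde fixation, Hoechst nuclear stain, 10x automated fluorescence imaging; read-out: nuclear-to-cytoplasmic GR-EGFP distribution per well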
Dynein cargo inh cytoplasmic EGFP: further read-out of Dynein cargo inh, marked with its call; z-score; measured here: cytoplasmic GR-EGFP intensity; stronger effect = higher value
Dynein cargo inh nuclear GR-EGFP: further read-out of Dynein cargo inh, marked with its call; z-score; measured here: nuclear GR-EGFP intensity;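 lower value marks the stronger effect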
Dynein cargo inh cell count: recorded beside Dynein cargo inh, whose call it bears; z-score; measured here: cell count per field
Ins promoter up cell count: also measured in Ins promoter up; calls as there; cell count; measured here: cytotoxicity, nuclei count;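 total cells summed across four imaged fields per well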
b-catenin transl cell count 5 µM: second read-out of b-catenin transl, no call of its own (marks repeat the call); cell count; measured here: cell count, cytotoxicity flag
MT stabilize HCS Hoechst-high %: also measured in MT stabilize HCS; calls as there; % Hoechst-high responders; measured here: nuclear condensation Hoechst responders;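 share of cells brighter than vehicle mean plus two SD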
MT stabilize HCS cytotoxicity %: also measured in MT stabilize HCS; calls as there; toxicity, %; measured here: cytotoxicity by cell density;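 0% = mean cell density of plate MIN control wells and 100% = no cells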
Autophagy mod cell loss 18 h: recorded beside Autophagy mod, whose call it bears; toxicity, %; measured here: cell loss, nuclei count;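 cell loss after 18 h compound exposure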
* marks the source's active call; other numbers are inactive results; i = inactive; / = no result given; [ ] = dose if it differs, or a comment.

SMILES | M1AAP inhibition | P. falciparum M17LAP | Autophagy mod | Autophagy mod cell loss 18 h | MT stabilize HCS | MT stabilize HCS Hoechst-high % | MT stabilize HCS cytotoxicity % | b-catenin transl | b-catenin transl cell count 5 µM | CSM14.1 death rescue | Ins promoter up | Ins promoter up cell count | UTI89 phage lysis | Dynein cargo inh | Dynein cargo inh cytoplasmic EGFP | Dynein cargo inh nuclear GR-EGFP | Dynein cargo inh cell count
CCN1CCN(c2ccc(NC(=O)c3ccc([N+](=O)[O-])o3)cc2Cl)CC1 | 0% | -7% | i | 8 | 26 | 2.0 | 48 | 2.2 | 892 | -2.6% | 0.34 | 1005 | -0.2% | -4.2* | 1.5* | -2* | 0.56*
CCCN(Cc1ccccc1)C(=S)Nc1cccc(C(F)(F)F)c1 | 10% | -14% | i | 0 | 2.8 | 2.4 | 4.6 | 1.0 | 827 | -1.9% | -1.3 | 1195 | -0.1% | 1 | -0.16 | 1.2 | -2.6
Cc1csc(Nc2ccccc2)n1 | -1% | -2% | i | 33 | 7.3 | 0.9 | 5.4 | -2.1 | 1123 | 0.5% | -0.27 | 1482 | 0.5% | 2.9 | 0.18 | 2.4 | -2
N#C/C(=C\c1cccc(OC(=O)c2cccs2)c1)C(N)=O | 11% | 6% | i | -6 | 2.2 | 2.9 | 6.4 | -1.9 | 934 | 2.8% | 0.02 | 1338 | 1.6% | -0.75 | -0.33 | -0.73 | 0.87
COc1ccc(NC(=S)N(CCN2CCOCC2)Cc2cc3cc4c(cc3[nH]c2=O)OCO4)cc1 | 11% | 13% | i | 3 | 5.8 | 2.1 | 10 | -3.9 | 1087 | -1.3% | -0.34 | 1200 | / | 0.28 | -0.37 | 0.2 | 0.01
Cn1c(C(=O)NCc2ccccn2)cc2c(=O)n(C)c3ccccc3c21 | -15% | -10% | i | 2 | 5.7 | 4.4 | 4.8 | / | / | 1.1% | -0.52 | 977 | 6.1% | 0.21 | -0.089 | 0.43 | 0.076
COc1cccc(/C=N/n2c(-c3cc(C)[nH]n3)n[nH]c2=S)c1 | 2% | 5% | / | / | / | / | / | 3.0 | 1323 | / | -0.24 | 1044 | 0.6% | 0.84 | -0.12 | 0.68 | -0.7
O=C(O)C1CC(=O)N(c2ccc(OCc3ccc(Cl)cc3Cl)cc2)C1 (stereo unspecified) | 15% | 22% | i | -6 | 2.2 | 1.3 | 18 | -1.2 | 1208 | 1.7% | -0.08 | 869 | -5.3% | 0.9 | -0.22 | 0.31 | -0.28
CCC(=O)N1CCc2cc(OC)c(OC)cc2C1COc1ccccc1OC (stereo unspecified) | -1% | -2% | i | 19 | 3.4 | 1.6 | 10 | -0.7 | 1068 | -0.6% | -0.8 | 1341 | 0.6% | -1.2 | -0.21 | -0.8 | 3.8
Cc1ccc(S(=O)(=O)N2CCOCC2)cc1NC(=O)CSc1nnnn1C | 3% | 3% | i | 28 | 5.3 | 1.3 | 19 | -2.4 | 996 | -3.2% | -0.8 | 1248 | 0.3% | -1.1 | -0.31 | -0.27 | 1.8
CCc1ccccc1NNC(=O)c1cc(C)on1 | 4% | 6% | / | / | / | / | / | -1.5 | 1074 | / | -0.61 | 1423 | -0.2% | 0.13 | -0.21 | -0.063 | -0.15
Cc1ccc(CSCCNS(C)(=O)=O)cc1 | 0% | 7% | i | -1 | 2.1 | 2.6 | 9.6 | / | / | -0.8% | 1.1 | 1274 | -0.1% | 0.97 | -0.14 | 0.4 | -0.08
O=C(NNC(=O)C1CC1c1ccccc1)Nc1ccccc1 (stereo unspecified) | 10% | 25% | i | 6 | 2.6 | 2.6 | 6.2 | -0.7 | 980 | -3.1% | 0.82 | 2271 | 5.8% | 0.17 | -0.3 | -0.2 | 0.4
CCOc1ccc(C2OC(=O)Cc3cc(OC)c(OC)cc32)cc1 (stereo unspecified) | 4% | 7% | i | -26 | 2.3 | 2.5 | 4.9 | 0.7 | 1404 | 0.1% | 0.65 | 1416 | 0.5% | -0.93 | -0.21 | -0.0051 | 0.76
COC(=O)[C@@H]1C[C@@]2(O)[C@H](O)[C@H](O)[C@H](O)C[C@H]2N1Cc1ccc(-c2ccccc2)cc1 | 1% | 2% | / | / | / | / | / | -1.9 | 1244 | / | -0.04 | 954 | 1.8% | 0.31 | -0.78 | 0.21 | 0.084
COc1cccc2cc(C(C)=O)oc12 | 4% | 8% | i | 23 | 1.5 | 1.6 | 3.1 | -1.3 | 1121 | -0.5% | -0.1 | 1287 | 0.3% | 0.2 | -0.35 | -0.24 | 0.93
CCOC(=O)c1cnn(-c2ccccc2)c1NC(=O)c1ccc(C)cc1 | 4% | 8% | i | 4 | 1.4 | 1.5 | 7.5 | -2.0 | 1195 | -4.4% | -0.38 | 935 | 0.4% | -0.089 | 0.12 | -0.13 | -0.46
O=C(N/N=C/c1ccc(Br)s1)c1cccs1 | 6% | 1% | / | / | / | / | / | 0.8 | 1250 | / | / | / | / | -0.73 | -0.21 | 0.27 | 0.65
CCn1c2ccccc2c2nnc(SCC(=O)NCc3cccs3)nc21 | 8% | -2% | i | 34 | 2.2 | 1.4 | 5.5 | -3.9 | 1109 | 0.8% | -0.13 | 1188 | 2.8% | 1 | -0.18 | 0.98 | -0.28
CCCCOC(=O)Nc1ccc(N(C)C)cc1 | -4% | 8% | i | 2 | 2.6 | 2.0 | 2.8 | -2.0 | 571 | -10% | 1.1 | 1225 | 3.1% | 0.85 | -0.2 | 0.51 | -0.31
COc1cccc(NS(=O)(=O)c2cn(C)c(=O)n(C)c2=O)c1 | 5% | -4% | i | 0 | 3.7 | 2.4 | 5.5 | -1.8 | 1077 | 0.0% | 0.15 | 1891 | 2.0% | -0.33 | -0.11 | -0.15 | -0.45
Cc1cc(C)c(NC(=O)CS(=O)CC(=O)NCCCc2ccccc2)c(C)c1 (stereo unspecified) | 4% | -4% | i | -6 | 3.0 | 1.5 | 0.9 | / | / | 0.6% | / | / | 0.2% | 2.8 | -0.17 | 0.7 | -1.4
CCCC1NC(=O)NC(C)=C1C(=O)OCC (stereo unspecified) | 6% | -10% | i | 16 | 4.6 | 1.9 | 1.5 | 1.4 | 1167 | 0.6% | 0.42 | 740 | 1.7% | -0.35 | -0.17 | -0.26 | 1.4
Cc1ccc(NC(=O)c2ccc(F)c(S(=O)(=O)N3CCOCC3)c2)cc1F | 9% | -14% | i | -9 | 5.0 | 3.2 | 8.1 | -6.6 | 915 | -0.6% | -0.62 | 1527 | -0.2% | 0.4 | -0.19 | 0.58 | -0.94
Cc1ccc(C(=O)O)cc1NC(=O)C1CCCN1S(=O)(=O)c1cccc2nsnc12 (stereo unspecified) | 11% | -2% | i | 22 | 4.0 | 3.4 | 6.8 | / | / | -0.6% | 0.56 | 727 | -0.4% | -0.084 | -0.26 | -0.037 | 0.037
CC(C)N(C(C)C)S(=O)(=O)c1ccc(NN)nc1 | / | / | / | / | / | / | / | -0.6 | 1407 | / | 0.2 | 970 | 1.2%[50 µM] | 0.51 | -0.64 | 0.095 | -1.2
CC(=O)CCC(=O)OCC(=O)Nc1ccc(SC(F)F)cc1 | 4% | -1% | i | -11 | 4.3 | 1.8 | 1.4 | 0.3 | 1069 | 0.2% | 0 | 1355 | 0.2% | 0.5 | -0.24 | 0.66 | -1.1
Cn1c(=O)[nH]c(=O)c2c1nc(Br)n2CC(O)COCc1ccccc1 (stereo unspecified) | -3% | -5% | i | 1 | 4.6 | 2.2 | 7.6 | -5.5 | 976 | 3.4% | 0.68 | 1117 | 0.3% | 0.62 | -0.14 | 0.97 | -1.5
Cn1nccc1CNC(=O)c1c(Cl)cnn1C | 6% | 8% | i | -1 | 1.0 | 3.5 | 7.7 | -1.1 | 982 | 1.8% | / | / | 2.3% | -0.74 | -0.23 | -0.7 | 0.71
COc1ccc2c(c1)c1c(n2C(C)=O)C(OC(C)=O)=NCC1 | 1% | -9% | i | 21 | 1.6 | 1.9 | 3.8 | 1.0 | 1078 | -0.7% | / | / | 0.1% | -1 | -0.0074 | -0.67 | 0.62

Screening data deposited in PubChem by several laboratories.
